NPYLR7 ag: activates Aedes aegypti NPYLR7 receptor; HEK293T NPYLR7/Galpha15, GCaMP6s calcium fluorescence; activation, % at 10 µM; 0.15% of 270,000 active; in the data active = activation above about 40%;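 note: 0% = vehicle and 100% = reference agonist at the receptor; some compounds past the cut are filed as inactive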
hcGAS inh: inhibitors of human cGAS; inhibition, % at 12.5 µM; Q8N884; AID 1259398; 0.081% of 290,000 active; recombinant h-cGAS, ATP depletion, Kinase-Glo luminescence;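 note: 0% = vehicle reaction and 100% = reaction without DNA for no activity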
Target sequence (Q8N884 whole entry, looked up): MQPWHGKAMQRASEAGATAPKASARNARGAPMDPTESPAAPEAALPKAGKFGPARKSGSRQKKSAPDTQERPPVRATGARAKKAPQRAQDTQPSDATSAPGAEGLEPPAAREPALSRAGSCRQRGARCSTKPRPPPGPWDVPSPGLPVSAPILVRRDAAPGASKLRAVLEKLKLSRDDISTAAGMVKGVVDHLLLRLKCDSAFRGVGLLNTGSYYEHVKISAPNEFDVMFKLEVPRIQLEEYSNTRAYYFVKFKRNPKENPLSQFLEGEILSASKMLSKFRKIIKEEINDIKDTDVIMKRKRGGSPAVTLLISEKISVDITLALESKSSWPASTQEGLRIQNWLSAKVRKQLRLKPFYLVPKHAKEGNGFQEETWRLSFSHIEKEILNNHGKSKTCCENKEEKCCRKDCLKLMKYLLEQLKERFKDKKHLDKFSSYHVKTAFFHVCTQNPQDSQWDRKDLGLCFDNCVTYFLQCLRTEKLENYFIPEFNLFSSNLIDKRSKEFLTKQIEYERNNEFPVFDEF
mcGAS lum: inhibitors of mouse cGAS. inhibition, % at 12.5 µM. Q8C6L5. 0.15% of 160,000 active. recombinant cGAS, Kinase-Glo ATP depletion luminescence;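 note: 0% = negative control wells and 100% = reference inhibitor with no enzyme activity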
Active calls of the source: *; / = no result given; & = joins results of further samples. Cut-off read from the data, not from the text of the source, unless noted: active = inhibition above about 40%; inactive = the rest.

SMILES	NPYLR7 ag	hcGAS inh	mcGAS lum
COc1ccc(OC)c(-n2c(C)c(C)n3c4c(=O)n(C(C)C(C)=O)c(=O)n(C)c4nc23)c1 (stereo not given)	-1	-6	/
CC1CN(c2cc(Cl)nc(SCC(=O)NCCN3CCOCC3)n2)CCN1C(=O)CC(C)(C)C (stereo not given)	17	-1	-3
O=C(Cc1ccccc1O)NCc1ccc2[nH]c3c(c2c1)CCCC3	-2	-4	0
CCOc1ccc(C(C2Sc3nc(CC)nn3C2=O)N2CCOCC2)cc1 (stereo not given)	-1	-4	-6
CCc1ccc(OCCSc2nc3ccccc3n2CC(=O)N2CCOCC2)cc1	2	3	-2
CCOc1cn(C)c(C(=O)Nc2ccccc2CC)cc1=O	4	-10	/
CCCCN(CC(=O)N(CCc1c[nH]c2ccccc12)Cc1ccccc1)S(=O)(=O)c1c(C)cc(C)cc1C	11	-6	-6
Cc1cc(O)cc(O)c1C(=O)O	-15	15	/
CN(C)CCNC(=O)Cn1nc(C(F)F)cc1C1CC1	2	-10	/
CC(C)c1cc(=O)[nH]c(-n2nc(-c3cccs3)cc2NC(=O)COc2ccccc2F)n1	0	-5	/
C=CCOc1c(OC)ccc2c1CN(CCOC)C(=O)CCN2CC(O)CCC (stereo not given)	2	-4	-8
O=C(CCN1C(=O)CCC1=O)Nc1cccc2ccccc12	3	-9	/
COc1ccc(OC)c(NC(=O)C2(C)CCN2C(=O)Cc2ccccc2)c1 (stereo not given)	9	-10	-5
COc1cccc(OCC2c3ccsc3CCN2C(=O)CN(C(=O)c2cccc(OC)c2)C2CC2)c1 (stereo not given)	-3	-4	-6
CCOC(=O)C1=C(C)N=c2s/c(=C\c3ccc(OC)c(Br)c3)c(=O)n2C1c1ccccc1 (stereo not given)	9	-2	-5

An excerpt from above in order of molecular weight, high to low:
SMILES	NPYLR7 ag	hcGAS inh	mcGAS lum
CCCCN(CC(=O)N(CCc1c[nH]c2ccccc12)Cc1ccccc1)S(=O)(=O)c1c(C)cc(C)cc1C	11	-6	-6
CC1CN(c2cc(Cl)nc(SCC(=O)NCCN3CCOCC3)n2)CCN1C(=O)CC(C)(C)C (stereo not given)	17	-1	-3
COc1cccc(OCC2c3ccsc3CCN2C(=O)CN(C(=O)c2cccc(OC)c2)C2CC2)c1 (stereo not given)	-3	-4	-6
CC(C)c1cc(=O)[nH]c(-n2nc(-c3cccs3)cc2NC(=O)COc2ccccc2F)n1	0	-5	/
COc1ccc(OC)c(-n2c(C)c(C)n3c4c(=O)n(C(C)C(C)=O)c(=O)n(C)c4nc23)c1 (stereo not given)	-1	-6	/
CCc1ccc(OCCSc2nc3ccccc3n2CC(=O)N2CCOCC2)cc1	2	3	-2
C=CCOc1c(OC)ccc2c1CN(CCOC)C(=O)CCN2CC(O)CCC (stereo not given)	2	-4	-8
CCOc1ccc(C(C2Sc3nc(CC)nn3C2=O)N2CCOCC2)cc1 (stereo not given)	-1	-4	-6
COc1ccc(OC)c(NC(=O)C2(C)CCN2C(=O)Cc2ccccc2)c1 (stereo not given)	9	-10	-5
O=C(Cc1ccccc1O)NCc1ccc2[nH]c3c(c2c1)CCCC3	-2	-4	0
CCOc1cn(C)c(C(=O)Nc2ccccc2CC)cc1=O	4	-10	/
O=C(CCN1C(=O)CCC1=O)Nc1cccc2ccccc12	3	-9	/
CN(C)CCNC(=O)Cn1nc(C(F)F)cc1C1CC1	2	-10	/
Cc1cc(O)cc(O)c1C(=O)O	-15	15	/

The results go on.
SMILES	NPYLR7 ag	hcGAS inh	mcGAS lum
NC(=O)c1ccc(NC(=O)CCCc2ccc(Br)s2)cc1	0	3	/
O=C(Nc1ccc(Cl)cc1)c1cc(S(=O)(=O)NCc2ccccc2)ccc1Cl	-1	1	-1
O=C1c2ccccc2C(=O)N1CNc1ccc(Cl)cc1Cl	14	-3	-5
Nc1cc(-c2cccc(Cl)c2)nn1-c1ccc(C(=O)N2CCc3ccccc3C2)cc1	14	0	-4
CC(Cc1ccc(O)c(O)c1)C(C)Cc1ccc(O)c(O)c1 (stereo not given)	-1	7	-5
O=C1OC(c2cccc(Br)c2)=NC1=Cc1ccc2ccccc2c1	13	-8	/
OCC1CCCN1c1cc(NCC2COCCO2)ncn1 (stereo not given)	8	-3	/
Cc1ccc(NC(=O)c2cn(C)c3c(=O)n(-c4ccc(C)cc4)c(=O)[nH]c23)cc1	13	-3	/
COc1c(Br)cc(Cl)cc1S(=O)(=O)N1CCN(C(=O)C2CC2)CC1	1	-3	/
COCC(=O)N(Cc1cc(NC(=O)c2ccco2)ccc1N(C)C)C(C)c1ccccc1 (stereo not given)	-1	-4	-8
CCOC(=O)C1(CCOC)CCN(Cc2ccnc3ccccc23)CC1	5&6	-5&8	/
CC(=O)OCN=CC1=C(O)c2ccccc2C1=O	-2	-4	/
COc1ccc(C2=N/C(=C/c3cc4ccccc4n3C(C)=O)C(=O)O2)cc1OC	-13	8	5
CCOc1ccccc1N1CCN(S(=O)(=O)c2ccc(I)cc2)CC1	5	-1	-8
CCOC(=O)c1nc2ccccc2nc1N1CCCN(S(=O)(=O)c2ccccc2C#N)CC1	4	-8	-8
N=C1/C(=C/c2ccc3c(c2)OCO3)C(=O)N=C2SN=C(SCc3ccccc3)N12	3	-3	/
CC(=O)Nc1ccc(NC(=O)CCN2C(=O)c3ccccc3C2=O)cc1	-3	-2	-4
COc1ccccc1C1NC(C(=O)O)Cc2c1[nH]c1ccccc21 (stereo not given)	-6	-8	-4
CCOC(=O)C1(CC2CC2)CCN(C(=O)C(C)Oc2cccc(Cl)c2)CC1 (stereo not given)	-6	-4	-5
CCc1noc(CN(C)C(=O)NCc2c(C)cc(C)cc2C)n1	0	3	/
Cc1nnc(CN(CC2CCC2)CC(F)(F)F)o1	5	-4	/
CC(Sc1nc2ccccc2n1C)C(=O)Nc1ccccc1Cl (stereo not given)	-1	-4	/
CCn1c(C2CCN(Cc3ccc(C4CCCO4)s3)CC2)n[nH]c1=O (stereo not given)	8	-3	-15
Cc1c(CN2CCn3cncc3C2)c(=O)n(-c2ccccc2)n1C	21	-9	-14
Cc1cc(C(=O)N2CCOc3ccc(CN4CCOCC4)cc3C2)c2ccc(F)cc2n1	16	-2	-9
Cc1cccc2c1O[C@H]1[C@H](C(=O)O)CN(C(=O)c3cc4ccccc4s3)[C@@H]21	2	1	-4
COc1ccc(C2(CNC(=O)C3CCC(=O)N(CCc4ccccn4)C3)CCCC2)cc1 (stereo not given)	/	2	-3
Cc1nc(C)c(CN2CCCCC2C(=O)Nc2ccc(Oc3ccccc3)nc2)nc1C (stereo not given)	0	-10	-8
COCCNS(=O)(=O)c1c(C(=O)N2CCCCCC2)c(C)n(C)c1C	/	8	4
CC(C)c1cc(C(C)C)n(C2CCN(C(=O)COCc3ccccc3)CC2)n1	19	0	-5
Cc1ccsc1S(=O)(=O)N1C[C@@H]2[C@@H]3CC[C@@H](C3)[C@@H]2C1	0	-6	-12
CN(C)CCCNc1ncnc2c1C(c1ccccc1Cl)c1ccc(O)cc1O2 (stereo not given)	7	-5	/
CCCC1COCCN1C(=O)c1cc(=O)c2ccccc2o1 (stereo not given)	-5	-4	/
CC1CC(C)CN(CCNC(=O)NCc2ccccc2F)C1 (stereo not given)	0	1	/
CCn1c(C2CCCNC2)nn(Cc2cccc3cccnc23)c1=O (stereo not given)	11	-2	-9
CC(C)(NS(=O)(=O)c1ccccc1Cl)c1ccccc1	-5	1	/
Cc1cccc(OC2CN(C(=O)Nc3nc(C)ns3)C2)c1	-3	6	/
NC(=O)CCOc1ccccc1NC(=O)c1cc(Cl)cc(Cl)c1	1	-7	/
COc1ccc(NC(=O)Nc2nc([C@@H]3O[C@H](CO)[C@@H](O)[C@H]3O)cs2)cc1OC1CCCC1	-2	4	1
Fc1ccccc1N1CCN(c2nc(-c3ccco3)nc3ccccc23)CC1	-5	-6	-6
COc1cccc(CSc2nnc(C(C)NC(=O)C(C)(C)CCl)n2-c2ccc([N+](=O)[O-])cc2)c1 (stereo not given)	17	0	-4
COc1ccccc1-c1cc(C(=O)NC2CC2)nc2cc(-c3ccccc3)nn12	4	-3	-6
Cn1nnnc1SCc1nc(N)nc(N2CCCCC2)n1	-2	0	/
C=CCN1C(=O)c2cccc3c(Cl)ccc(c23)C1=O	3	-3	-5
N#Cc1c(NC(=O)c2ccc(Cl)s2)sc2c1CCCC2	-3	3	0
Cc1ccc(N2CCN(C(=O)CC3(c4ccc(-c5ccccc5)cc4)CC(=O)N(C)C3=O)CC2)c(C)c1 (stereo not given)	27	-8	-11
CCCCN(CC(=O)Nc1c(-c2ccccc2)c(C)nn1-c1ccc(OC)cc1)C(=O)NCC(=O)OCC	-2	-8	-5
CC1CCc2c(sc3ncnc(NCCOCCO)c23)C1 (stereo not given)	0	-7	-5
N=c1ccc(Br)cn1CC(N)=O	-1	-19	-6
CC(CCc1ccco1)NS(=O)(=O)NCc1ccccc1 (stereo not given)	/	-5	-12
Cc1nc(N2CCN(C(=O)C3CCCO3)CC2)cc(-n2cccn2)n1 (stereo not given)	-10	-4	-8
OC(CNc1ncc(Cl)cc1F)CN1CCOCC1 (stereo not given)	0	0	-11
Cc1ccc(CCNC(=O)c2cccnc2Nc2cccc(C)c2C)cc1	-15	0	/
Cc1cc(C2=NNC(=Nc3ccc(F)cc3)SC2)c(C)n1CC1CCCO1 (stereo not given)	0	4	/
COCc1nn2c(nnc3c(=O)n(Cc4cccnc4)ccc32)c1-c1ccc(F)cc1	0	-3	/
CC1(C)CC(=O)C=C(C(=O)N2CCC3(CCCCC3)C2)O1	3	-1	/
O=C(NCc1ccccc1)N1CCC(N2CC(OCC3CC3)C23CCOCC3)CC1 (stereo not given)	/	-13	-6
COc1ccc(N2CCN(Cc3cc(=O)c(OC)cn3CC(=O)Nc3cccc(OC)c3)CC2)cc1	0	-10	-8
Cc1cccc(OCCN(C)C(=O)c2ccc(=O)[nH]c2)c1	-1	-15	/
CC1CN(S(=O)(=O)c2cc(C(=O)O)c(Cl)cc2Cl)CCO1 (stereo not given)	6	-4	/

The closing two entries of the section before lead into the next:
SMILES	NPYLR7 ag	hcGAS inh	mcGAS lum
Cc1cccc(OCCN(C)C(=O)c2ccc(=O)[nH]c2)c1	-1	-15	/
CC1CN(S(=O)(=O)c2cc(C(=O)O)c(Cl)cc2Cl)CCO1 (stereo not given)	6	-4	/
COc1ccc(S(=O)(=O)c2c(C)cc(C)n(CC(=O)NCc3ccc(C)cc3)c2=O)cc1	0	-6	-8
O=C(Nc1ccccc1)N1CCCC(OCc2ccc(F)c(F)c2)C1 (stereo not given)	-2	-2	-5
CCOc1cccc(C2c3c(oc4ccc(F)cc4c3=O)C(=O)N2c2cc(C)on2)c1 (stereo not given)	0	2	/
CCN(CC)CCN(C(=O)c1ccccc1Br)c1nc2cc3c(cc2s1)OCO3	-6	-4	-6
Cc1cc(C(=O)CSc2nnc(C3CC3)n2C2CC2)c(C)n1Cc1ccco1	-8	1	/
CCn1cc(C(=O)NCC(NC(=O)OC(C)(C)C)C(C)C)cn1 (stereo not given)	2	-16	-15
COc1cccc(OC)c1-c1ccc(-n2cncc2C(=O)NCCSCc2ccccc2)cc1	16	-4	-8
Cc1cc(-c2nccn2CCc2ccncc2)oc1C	-4	-2	/
Cc1ccc(S(=O)(=O)NCC2CCN(S(=O)(=O)C3CC3)CC2)cc1C	-8	-2	/
CCOC(=O)N1CCN(Cc2nc(N3CCSCC3)c3cc(C)ccc3n2)CC1	7	5	0
CCCn1c(=O)c2c(nc3n2CCN3c2cc(OC)ccc2OC)n(C)c1=O	/	2	-5
COc1cc(OC)nc(NC(=O)CNc2ccc(Br)cc2)n1	12	-7	-13
O=C(NCCO)c1cc2n(n1)CCN(Cc1ccc3ccccc3n1)C2	1	-9	-7
COc1ccccc1CN(CCc1c[nH]c2ccccc12)C(=O)CN(C(=O)/C=C/c1ccccc1)C(C)C	/	-6	-5
Cc1csc2nc(=O)c(-c3ccccc3NC(=O)C(C)c3ccccc3)nn12 (stereo not given)	-5	-3	2
C=CCNC(=O)c1ccccc1NC(=O)C1CC(=O)N(c2ccc(OC(C)C)cc2)C1 (stereo not given)	5	6	/
Cc1ccc(NS(=O)(=O)c2ccc(C)cc2)cc1	0	-5	-5
CN(C)S(=O)(=O)c1ccc(C(=O)Nc2c3c(nn2C(C)(C)C)CSC3)cc1	-2	2	-4
N#CC1(c2ccccc2)CCN(C(=O)C2CCCCC2C(=O)N[C@@H](Cc2c[nH]c3ccccc23)C(N)=O)CC1 (stereo not given in full)	-4	-11	-5
COCc1ncc(CN(C)Cc2cccc3ncccc23)cn1	2	-3	-8
O=C(c1ccc(-n2cnc3ccccc32)cc1)N1CCN(S(=O)(=O)c2ccc3c(c2)CCC3)CC1	-5	6	/
CCc1cccc2c(C(CC(=O)NC3CCCCC3)c3ccc(Cl)cc3)c[nH]c12 (stereo not given)	/	-3	-4
O=C(Nc1cc(Cl)c(Cl)cn1)C1CC2CCC1O2 (stereo not given)	-3	1	/
O=C(CN1CN(c2ccccc2)C2(CCN(C(=O)C34CC5CC(CC(C5)C3)C4)CC2)C1=O)NCc1cccc(C(F)(F)F)c1	19	-4	-4
CCc1nc(C)c2c(N)c(C(=O)Nc3cc(Cl)ccc3C)sc2n1	8	-11	-7
C#C[C@]1(O)CCC2C3CCC4=CC(=O)CC[C@@H]4C3CC[C@@]21C (stereo not given in full)	-11	-2	/
COCCOc1ccc(CNC(=O)CCc2ccsc2)cn1	2	-3	/
Cc1cc(C)n2c(NC3CCCCC3)c(-c3cccc(F)c3)nc2n1	-12	0	1
CCCCn1c(=O)c2c(nc3n2CC(C)=NN3CC(=O)OCC)n(C)c1=O	7	-4	-11
CCc1nc(N(CCC(=O)Nc2cccc(F)c2)Cc2ccccc2)c2ccc(Cl)cc2n1	14	-1	-8
CCOC(=O)C1CCN(C(=O)CCc2csc3nc(-c4ccc(OC)cc4)cn23)CC1	4	-11	/
CC(C)C(NCc1c(O)ccc2c1oc(=O)c1ccccc12)C(=O)O (stereo not given)	-4	-4	-8
COc1ccc(Cl)cc1N(CC(=O)N1CCC(C)CC1)S(=O)(=O)c1ccc(C)c([N+](=O)[O-])c1	10	-5	-7

Compounds as they come; 0.29% or so of the library scored in one or more.
